Pf apPOL block: Pf-apPOL inhibitors, biochemical, fluorescence | Plasmodium falciparum apicoplast DNA polymerase (apPOL) | 210,000 compounds, 0.25% hits | Recombinant Pf-apPOL, molecular beacon fluorescence, 1.5 h | AID 1794808, 2022 | inhibition, % at 10 µM
mHTT-CaM PPI inh: mutant huntingtin-calmodulin interaction inhibitors – biochemical, AlphaScreen, primary screen | AlphaScreen His-mHTT/GST-CaM binding, luminescence | inhibition, % at 15 µM | 190,000 compounds, 3.6% hits | AID 1671202, 2021;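 note: 0% = both proteins with DMSO and 100% = one protein alone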
Target sequence (P42858 whole entry, looked up, stated change not applied): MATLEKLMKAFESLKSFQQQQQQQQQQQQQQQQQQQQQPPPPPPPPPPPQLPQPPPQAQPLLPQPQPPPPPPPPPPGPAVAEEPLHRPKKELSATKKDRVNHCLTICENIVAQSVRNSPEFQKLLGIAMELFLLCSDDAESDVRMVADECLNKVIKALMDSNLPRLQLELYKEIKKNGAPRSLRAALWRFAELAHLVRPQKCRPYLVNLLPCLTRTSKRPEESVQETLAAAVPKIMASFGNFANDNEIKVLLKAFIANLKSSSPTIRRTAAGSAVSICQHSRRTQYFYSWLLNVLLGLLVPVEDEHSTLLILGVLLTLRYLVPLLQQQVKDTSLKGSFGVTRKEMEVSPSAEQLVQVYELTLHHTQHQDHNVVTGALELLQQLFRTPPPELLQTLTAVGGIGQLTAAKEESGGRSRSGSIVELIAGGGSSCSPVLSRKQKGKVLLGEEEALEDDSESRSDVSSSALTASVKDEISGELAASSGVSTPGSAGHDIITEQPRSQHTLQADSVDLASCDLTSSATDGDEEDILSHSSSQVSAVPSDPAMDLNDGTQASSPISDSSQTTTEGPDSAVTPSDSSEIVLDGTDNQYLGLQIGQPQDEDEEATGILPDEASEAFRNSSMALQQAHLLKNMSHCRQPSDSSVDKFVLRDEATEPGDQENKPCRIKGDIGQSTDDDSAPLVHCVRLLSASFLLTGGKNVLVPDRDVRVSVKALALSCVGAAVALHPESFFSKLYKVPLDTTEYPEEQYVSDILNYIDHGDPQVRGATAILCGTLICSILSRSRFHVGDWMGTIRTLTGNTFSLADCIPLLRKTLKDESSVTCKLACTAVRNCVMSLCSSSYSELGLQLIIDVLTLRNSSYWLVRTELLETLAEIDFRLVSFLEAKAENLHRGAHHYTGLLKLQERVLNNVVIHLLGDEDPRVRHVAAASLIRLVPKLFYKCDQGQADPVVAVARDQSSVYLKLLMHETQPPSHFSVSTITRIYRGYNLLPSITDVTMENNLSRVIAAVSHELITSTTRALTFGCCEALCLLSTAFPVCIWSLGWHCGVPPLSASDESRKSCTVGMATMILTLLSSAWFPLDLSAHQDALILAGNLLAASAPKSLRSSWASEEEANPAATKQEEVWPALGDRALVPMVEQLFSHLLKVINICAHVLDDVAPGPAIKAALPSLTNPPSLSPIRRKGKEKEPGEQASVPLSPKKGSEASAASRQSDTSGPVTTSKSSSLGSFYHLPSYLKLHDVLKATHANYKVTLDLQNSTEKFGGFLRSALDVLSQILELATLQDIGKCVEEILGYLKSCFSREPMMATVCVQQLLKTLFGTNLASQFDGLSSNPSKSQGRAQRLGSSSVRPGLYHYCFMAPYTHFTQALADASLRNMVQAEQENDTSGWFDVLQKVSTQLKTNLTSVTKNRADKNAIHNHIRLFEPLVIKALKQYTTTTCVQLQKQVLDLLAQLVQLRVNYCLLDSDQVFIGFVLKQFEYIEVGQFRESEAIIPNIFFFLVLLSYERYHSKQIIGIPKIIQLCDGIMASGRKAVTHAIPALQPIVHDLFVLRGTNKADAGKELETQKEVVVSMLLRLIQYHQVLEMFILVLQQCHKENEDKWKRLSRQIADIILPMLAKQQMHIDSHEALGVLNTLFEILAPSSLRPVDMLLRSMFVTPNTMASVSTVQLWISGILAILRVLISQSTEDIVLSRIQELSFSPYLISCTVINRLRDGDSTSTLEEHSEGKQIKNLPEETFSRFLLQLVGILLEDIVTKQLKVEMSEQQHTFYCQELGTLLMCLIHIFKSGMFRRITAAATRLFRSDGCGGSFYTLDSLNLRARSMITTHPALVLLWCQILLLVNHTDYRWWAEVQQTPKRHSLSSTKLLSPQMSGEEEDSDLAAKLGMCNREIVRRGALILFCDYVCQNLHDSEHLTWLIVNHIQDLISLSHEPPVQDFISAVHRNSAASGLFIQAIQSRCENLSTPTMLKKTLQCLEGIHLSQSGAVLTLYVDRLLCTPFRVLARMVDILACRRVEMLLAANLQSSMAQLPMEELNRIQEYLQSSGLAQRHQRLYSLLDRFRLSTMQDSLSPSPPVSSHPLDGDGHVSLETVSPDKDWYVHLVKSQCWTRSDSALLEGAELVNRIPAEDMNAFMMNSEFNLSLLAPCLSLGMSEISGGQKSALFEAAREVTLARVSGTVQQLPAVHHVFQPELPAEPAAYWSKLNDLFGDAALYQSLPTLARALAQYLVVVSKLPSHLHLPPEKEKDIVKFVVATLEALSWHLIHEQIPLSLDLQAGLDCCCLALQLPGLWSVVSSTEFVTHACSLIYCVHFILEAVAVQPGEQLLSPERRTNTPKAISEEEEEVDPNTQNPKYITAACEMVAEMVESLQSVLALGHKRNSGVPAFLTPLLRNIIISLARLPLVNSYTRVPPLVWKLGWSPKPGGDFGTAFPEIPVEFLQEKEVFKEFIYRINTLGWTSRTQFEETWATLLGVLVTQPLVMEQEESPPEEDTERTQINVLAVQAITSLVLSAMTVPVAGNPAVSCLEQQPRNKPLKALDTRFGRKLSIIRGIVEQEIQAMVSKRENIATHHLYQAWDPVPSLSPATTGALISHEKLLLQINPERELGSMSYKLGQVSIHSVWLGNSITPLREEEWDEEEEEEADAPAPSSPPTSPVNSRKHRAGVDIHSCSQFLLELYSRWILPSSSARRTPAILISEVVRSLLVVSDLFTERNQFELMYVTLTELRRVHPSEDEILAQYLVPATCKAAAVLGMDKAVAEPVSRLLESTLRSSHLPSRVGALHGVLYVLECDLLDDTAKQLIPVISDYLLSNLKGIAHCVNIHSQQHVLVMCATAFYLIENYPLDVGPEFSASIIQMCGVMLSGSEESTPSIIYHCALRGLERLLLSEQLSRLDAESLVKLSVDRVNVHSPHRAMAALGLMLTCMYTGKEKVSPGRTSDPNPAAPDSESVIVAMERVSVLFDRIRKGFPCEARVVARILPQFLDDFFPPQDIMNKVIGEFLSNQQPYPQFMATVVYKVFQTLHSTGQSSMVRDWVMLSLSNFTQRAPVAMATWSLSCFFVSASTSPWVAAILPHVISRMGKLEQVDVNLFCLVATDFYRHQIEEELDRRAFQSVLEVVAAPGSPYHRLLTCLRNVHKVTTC
Active calls of the source: *; nt = no result given; & = joins results of further samples. Cut-off read from the data, not from the text of the source: active = inhibition above about 50%; inactive = the rest.

Values in the order: mHTT-CaM PPI inh	Pf apPOL block
1) COc1cccc(N2CCN(C(=O)C3CC3)C(C)C2=O)c1 (stereo not given)
    -3	0
2) COc1ccccc1OC(C)C(=O)Nc1ccccc1 (stereo not given)
    -7	-19
3) Cn1cccc1C(CNS(=O)(=O)Cc1ccc(F)cc1)N1CCCC1 (stereo not given)
    -11	-2
4) Cc1ccc(C(=O)CNc2ccc(F)cc2)cc1
    0	-2
5) Cc1c(C)c(C)c(S(=O)(=O)NCC2(O)CCCC2)c(C)c1C
    -15	0
6) CCOc1cccc(CN2CCCC2c2c(C)noc2CC)c1O (stereo not given)
    2	2
7) Cc1cccc(NC(=S)Nc2ccccn2)c1
    nt	-5&12
8) Cc1ccc(-c2ccc(C=O)o2)cc1[N+](=O)[O-]
    19	-1
9) CC(=O)c1cccc(NC(=O)COc2c(C)cc(C)cc2C)c1
    -12	1
10) CCOC(=O)NN=Cc1cccc([N+](=O)[O-])c1
    nt	-13
11) CN(C)[C@H]1CCN([C@@H]2CS(=O)(=O)N[C@H]2COCc2ccccc2)C1
    17	-4
12) O=C(O)Cc1ccc(O)c(O)c1
    nt	8
13) CC(Cl)C(=O)N1CCC2(CC1)NC(=O)c1cc(Br)ccc1N2 (stereo not given)
    -2	-4
14) CCn1nccc1C(=O)N1CCC2(C1)NCc1ccccc1NC2=NC(C)(C)C (stereo not given)
    28	-4
15) O=C(Nc1ccccc1Cl)c1cc(S(=O)(=O)NCc2ccccc2Cl)ccc1F
    11	-10
16) CN1c2cc(F)ccc2C(=O)NC12CCN(C(=O)c1ccc3c(c1)OCO3)CC2
    -2&2	-3&-6
17) COC(CNC(=O)c1cc(-c2ccccc2)nc2ccccc12)OC
    3	-13
18) O=S(=O)(c1cccs1)N1CCC(c2ccccc2)C1 (stereo not given)
    -38	-5
19) N#Cc1ccc(C(=O)N2CCC(CCOc3ccccc3)CC2)cc1
    -6	0
20) CC(C)(C)C(=O)N1CCCC1C(=O)O (stereo not given)
    -3	-8&-24
21) CC(C)C[C@@H]1COc2cc(N3CCCC3)ccc2S(=O)(=O)N1
    2&-8	-7&-7
22) Cc1ccccc1CC(=O)Nc1nnc(C2CC(=O)N(c3ccccc3)C2)o1 (stereo not given)
    50*	-3
23) OC(CNCCc1ccccc1)c1ccccc1 (stereo not given)
    -2	-6
24) CCOc1ccccc1C1C(C#N)=C(N)Oc2cc(N(C)C)ccc21 (stereo not given)
    61*	-5
25) O=S(=O)(c1ccc2nncn2c1)N(Cc1cccc(F)c1)c1ccc(F)cc1
    11	-3
26) COc1ccc(-n2ccn3cc(-c4ccc(C)cc4C)nc3c2=O)cc1
    -4	0
27) C=CCNC(=O)Nc1nnc(-c2cccc(SC)c2)o1
    -13	-1
28) Cc1cccc(-c2ccc(C(=O)NCc3ccc(F)cc3)cn2)c1
    -4	-18
29) CCOc1ccccc1NC(=O)c1ccc(F)c(S(=O)(=O)N(CC)Cc2ccccc2)c1
    -20	-2
30) Cc1nnc2ccc(-c3cccc(NC(=O)CCSc4ccccc4)c3)nn12
    14	-9

One compound at a time, as listed above.
CCOc1ccccc1NC(=O)c1ccc(F)c(S(=O)(=O)N(CC)Cc2ccccc2)c1 in the list: mHTT-CaM PPI inh: -20; Pf apPOL block: -2
C=CCNC(=O)Nc1nnc(-c2cccc(SC)c2)o1 in the list: mHTT-CaM PPI inh: -13; Pf apPOL block: -1

New compounds follow.
Values in the order: mHTT-CaM PPI inh	Pf apPOL block
31) O=C(CSc1nnc(-c2ccncc2)n1Cc1ccco1)c1ccc(Br)cc1
    10	10
32) CCOC(=O)C1C(=O)C=C(c2ccc(C)cc2)CC1c1cccc(Cl)c1 (stereo not given)
    -6	-10
33) Cc1ccccc1-n1[nH]c(C)c(C=Nc2ccccc2Cl)c1=O
    21	1
34) O=C1ON=C(c2ccccc2)/C1=C/c1cccs1
    10	-1
35) COc1ccc(CCNC(=O)CCCn2c(=O)[nH]c3cc(OC)c(OC)cc3c2=O)cc1OC
    2	-6
36) Cn1cc(CCCC(=O)NCCc2ccccc2)c2ccccc21
    18	-11
37) c1ccc(C2CCCC(c3ccccc3)S2)cc1 (stereo not given)
    -16	-3
38) COC(=O)NC(c1ccccc1)c1ccccc1
    -2	3
39) CCc1ccc(-n2c(CN3CCN(C(=O)NCCCOC)CC3)nc3cccnc32)cc1
    5	0
40) CCOC(=O)C(C)Oc1ccc2c(c1)OC(=CC=Cc1ccccc1OC)C2=O (stereo not given)
    -3	-2
41) Cc1ccccc1CNC(=O)c1cc2n(n1)CCCN(Cc1ccccc1)C2=O
    -3	-4
42) Cc1ccc(NC(=O)N2CCN(c3ccccc3F)C(=O)C2C)cc1 (stereo not given)
    -2	-6
43) Cc1ccc(C(=O)N2CCC(OCc3nc(C4CC4)no3)CC2)cc1F
    -7	-13
44) Cc1cccc(CNC(=O)C2CCN(c3nnc4c(Cl)cccn34)CC2)c1C
    -4	-4
45) COc1ccc(CCC(=O)Nc2ccc(C)c([N+](=O)[O-])c2)cc1
    24	-2
46) O=C(COc1ccc(F)cc1)N1CCC(CCOc2ccncc2)CC1
    6	0
47) COc1ccc(N2CC(C(=O)NCc3cccnc3)CC2=O)cc1 (stereo not given)
    6	1
48) CNC(=O)N1CCCC(c2cccc(C(=O)NCc3ccc(OC)c(OC)c3)c2)C1 (stereo not given)
    11	-5
49) Cc1ccc(S(=O)(=O)N2CCN(C(=O)c3ccccc3)C2c2ccccc2)cc1 (stereo not given)
    -5	3
50) CC(Cl)C(=O)Nc1cccc(-c2cccc(-c3ccc4c(c3)NC(=O)CO4)n2)c1 (stereo not given)
    39	0
51) COC(=O)c1ccccc1NC(=O)CC1Sc2ccc(C(F)(F)F)cc2NC1=O (stereo not given)
    -10	-3
52) O=C(Oc1cccc2c1C(=O)C=CC2=O)c1ccccc1
    nt	8
53) CCCNC(=O)c1nc(N2CCCCCC2)c2oc3ccccc3c2n1
    -7	2
54) Cc1c2occ(-c3ccccc3)c2cc2c1oc(=O)c1ccccc12
    -13	-1
55) COc1ccc2c(CN(C)Cc3ccccc3)cc(=O)oc2c1
    -13	-2
56) CC(NS(=O)(=O)c1cccc([N+](=O)[O-])c1)c1ccccc1 (stereo not given)
    2	-2
57) CSc1ccc(CNC(=O)c2nnn(-c3ccccc3F)c2-c2cccnc2)cc1
    2	-4
58) CC(=O)N1CCC(n2c(C)nc(C(=O)N3CCN(Cc4ccc(C)cc4)CC3)c2C)CC1
    -1	0
59) CN1C(=O)S/C(=C\c2ccc(Oc3ccc([N+](=O)[O-])cn3)cc2)C1=O
    7	-3
60) COc1ccc(C(=O)N2CCC(c3nc(C(=O)N(C)C)c(C)o3)CC2)cc1
    2	-6
61) COc1ccc(C(=O)NCCN2CCN(c3ccc(F)cc3)CC2)c(OC)c1OC
    9	-6
62) CCn1c(C)c(CN2CCC(C(=O)NCc3ccco3)CC2)c2ccccc21
    20	-2
63) O=[N+]([O-])c1ccc(CSc2nnc3ccc(-c4ccc(F)cc4)nn23)cc1
    30	1
64) CCn1c(C(=O)NCc2ccccc2F)cc2sc(C)cc21
    30	-4
65) COc1ccc(-c2nc3ccccn3c2N=Cc2ccc(OC)c(OC)c2)cc1O
    35	3
66) Cc1cc(S(=O)(=O)N2CCCC(c3nnc(C(F)(F)F)o3)C2)c(Cl)cc1Cl (stereo not given)
    -13	-6
67) Cc1ccc(C(=O)Nc2nc3ccc(S(C)(=O)=O)cc3s2)cc1[N+](=O)[O-]
    2	-3
68) COc1ccc2c(c1)C(=O)CC(c1ccccc1F)O2 (stereo not given)
    -12	-3
69) Cc1cccc(NC(=O)N2CCCC(CCC(=O)NCc3ccccc3)C2)c1 (stereo not given)
    6	-4
70) O=C1OC(Nc2ccc(OC(F)(F)F)cc2)c2ccccc21 (stereo not given)
    -1	-3
71) Cc1cc(NC(=O)CSc2nnc(CNC(=O)COc3ccc(Cl)cc3)o2)no1
    -1	3
72) CCOC(=O)N1CCN(C(c2ccc(F)cc2)c2sc3ncnn3c2O)CC1 (stereo not given)
    -3	-5
73) CCOC(=O)C(=CNNC(=O)CCc1ccc(O)cc1)C(=O)OCC
    nt	-5
74) CCOc1ccc(-c2cc(=O)c3cc(NC(=O)C4CCCCC4)ccc3o2)cc1
    -6	-3
75) O=C(c1ccc(F)cc1)N1CCN(c2nc(CN3CCCCC3)cs2)CC1
    1	-4
76) Cn1ncc(N2CCCC(C(=O)N3CCN(c4cccc(Cl)c4)CC3)C2)cc1=O (stereo not given)
    20	-7
77) CCCCNS(=O)(=O)c1cnn(-c2ccccc2)c1Cl
    -9	8
78) COc1ccc2oc(=O)c(C(=O)Nc3ccc([N+](=O)[O-])cc3)cc2c1
    1	-5
79) C(=CCSc1ccccn1)CSc1ccccn1
    nt	-12
80) CCc1ccc(NC(=O)CSc2nnc(-c3ccco3)c(-c3ccco3)n2)cc1
    92*	0

Next records:
Values in the order: mHTT-CaM PPI inh	Pf apPOL block
81) COc1cc(Cl)c(C)cc1NC(=O)c1ccc(OC)c([N+](=O)[O-])c1
    -3	4
82) O=C(O)CC1c2ccccc2Oc2ccccc21
    -6	-1
83) CCOc1ccccc1CNC(=O)C1CCc2nc(N3CCOCC3)ncc2C1 (stereo not given)
    4	-8
84) CCN1CCN(c2ncc(C(=O)NCCOC)c3ccccc23)CC1
    -2	-2
85) Cc1cc(NS(=O)(=O)c2ccc(Cl)cc2)ccc1O
    7	-2
86) COc1ccc(N2CCN(C(=O)C(=O)Nc3cccc(C(F)(F)F)c3)CC2)cc1
    11	3
87) COc1ccc(S(=O)(=O)N(Cc2ccccc2)c2ccccc2C(=O)NC2CC2)cc1
    15	-12
88) CCCNC(=O)c1nc(N2CCCCC2)c2oc3ccccc3c2n1
    -8	1
89) Oc1ccc(C=Nc2nc3c(s2)CCCC3)cc1
    9	-6
90) CC12CC3CC(C1)CC(CN=Cc1cc(Br)cc([N+](=O)[O-])c1O)(C3)C2
    -1	3
91) CSc1ccccc1NC(=O)C(=O)Nc1ccc(C)c(C)c1
    -6	1
92) CCn1ccc2c(cc(C(=O)Nc3ccc(F)cc3)n2C)c1=O
    -8	-17
93) COc1ccc(C2CC(=O)C(C=Nc3ccc(C)cc3)=C(O)C2)cc1OC (stereo not given)
    -5	-3
94) CNS(=O)(=O)c1ccc(C(C)(C)C)cc1
    -5	-4
95) COc1ccc(C(=O)N2CCc3nc(-c4ccccc4)ncc3C2)c(C)c1
    2	-1
96) Cc1ccc(Cl)cc1NC(=O)NCc1ccnc(N2CCSCC2)c1
    -1	-2
97) CNC(=O)CN(c1cc(C)ccc1OC)S(=O)(=O)c1ccc(C)cc1
    1	-93
98) OCC1=CC[N+]2(Cc3ccccc3)CCC(O)C12 (stereo not given)
    nt	-2
99) Cc1ccccc1N=C1c2ccccc2-c2ncccc21
    45	0
100) Cc1ccc(OCC(=O)N2CCN(c3ccccn3)CC2)c(Br)c1
    4	-1
101) Cc1cc(N2CCOCC2)nc2ccc(NC(=O)CCC(=O)Nc3ccc(F)c(Cl)c3)cc12
    40	-5
102) Cc1ccc(C)c(NC(=O)N2CCC(n3c(-c4ccco4)nc4cccnc43)C2)c1 (stereo not given)
    42	-1
103) COc1cc(/C=C2\C(=O)ON=C2C)cc(Br)c1OCc1ccc(F)cc1
    46	8
104) Cn1nc(C(=O)NCc2cccnc2)cc1-c1cccc(F)c1
    -3	-1
105) Cn1cnc([N+](=O)[O-])c1SCc1csc2ccccc12
    nt	0
106) COC(=O)C(C)Oc1ccc2c(c1)OC(=Cc1cccs1)C2=O (stereo not given)
    7	-4
107) CCN(CC)c1ccc(C2NCC(c3ccc([N+](=O)[O-])cc3)O2)cc1 (stereo not given)
    -1	-2&0
108) COc1ccc(C2CC(=O)C3=C(C2)NC(C)=C(C#N)C3c2ccccc2Cl)cc1 (stereo not given)
    -31	-10
109) Cn1c(-c2ccc(Cl)cc2)c[nH]c1=S
    nt	-11
110) Cc1ccc(C(=O)Nc2c3c(nn2-c2ccccc2C)CSC3)cc1C
    62*	-4
111) CCOc1ccc(CN2C(=O)CCC2(C)C(=O)NCCOC)cc1 (stereo not given)
    2	2
112) Cc1ccc(CN2CC[C@H]3C=CCc4cccc(c43)C2)cc1
    9	-5
113) COc1ccc(NC(=O)c2ccc(OC)c([N+](=O)[O-])c2)cc1Cl
    0	-10
114) CCc1onc(C)c1C1CCCN1Cc1cccc(Cl)c1 (stereo not given)
    -68	1
115) OC(COCc1ccccc1)CN1CCN(c2ccccn2)CC1 (stereo not given)
    5	9

Molecules shown so far that have a nitro group on carbon, in the order listed:
Values in the order: mHTT-CaM PPI inh	Pf apPOL block
8) Cc1ccc(-c2ccc(C=O)o2)cc1[N+](=O)[O-]
    19	-1
10) CCOC(=O)NN=Cc1cccc([N+](=O)[O-])c1
    nt	-13
45) COc1ccc(CCC(=O)Nc2ccc(C)c([N+](=O)[O-])c2)cc1
    24	-2
56) CC(NS(=O)(=O)c1cccc([N+](=O)[O-])c1)c1ccccc1 (stereo not given)
    2	-2
59) CN1C(=O)S/C(=C\c2ccc(Oc3ccc([N+](=O)[O-])cn3)cc2)C1=O
    7	-3
63) O=[N+]([O-])c1ccc(CSc2nnc3ccc(-c4ccc(F)cc4)nn23)cc1
    30	1
67) Cc1ccc(C(=O)Nc2nc3ccc(S(C)(=O)=O)cc3s2)cc1[N+](=O)[O-]
    2	-3
78) COc1ccc2oc(=O)c(C(=O)Nc3ccc([N+](=O)[O-])cc3)cc2c1
    1	-5
81) COc1cc(Cl)c(C)cc1NC(=O)c1ccc(OC)c([N+](=O)[O-])c1
    -3	4
90) CC12CC3CC(C1)CC(CN=Cc1cc(Br)cc([N+](=O)[O-])c1O)(C3)C2
    -1	3
105) Cn1cnc([N+](=O)[O-])c1SCc1csc2ccccc12
    nt	0
107) CCN(CC)c1ccc(C2NCC(c3ccc([N+](=O)[O-])cc3)O2)cc1 (stereo not given)
    -1	-2&0
113) COc1ccc(NC(=O)c2ccc(OC)c([N+](=O)[O-])c2)cc1Cl
    0	-10

Screens from PubChem.
